Screens as filed in PubChem BioAssay.
beta cell repl: MIN6 beta-cell proliferation induction. AID 2380. actives 0.29% (n = 330,000). proliferation, % at 10 µM. MIN6 cells proliferation, ATPlite luminescence, 48 h; cells starved in 0.2% serum; 100% = growth in 10% serum;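 active = compounds whose signal lies at least 3.5 SD above the mean of all wells on their plate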;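 note: 0% = DMSO-treated cells in low-serum medium and 100% = 10% serum control; some compounds called inactive have numbers as strong as hits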
mIAP act: increases mouse intestinal alkaline phosphatase activity | muIAP, CDP-Star luminescence, 30 min; hits give high values; 1 = vehicle-only enzyme signal, 0 = enzyme-free wells | actives 0.24% (n = 330,000) | activation factor at 10 µM;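 active = activation factor of at least 2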; note: the source names both 10 and 20 µM as test concentration; values of inactives mirror those of a sister screen read the other way
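Assay system: mouse IAP enzyme / Compound: DMSO-dissolved test compounds / Timing: 30 min, room temperature / Measured by: luminescence from enzymatic CDP-Star hydrolysis / Control set: DMSO-only wells, enzyme-free buffer wells as negative control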
hIAP activ: human IAP activation. P09923. purified human IAP, CDP-Star luminescence, 30 min; hits give high values; 1 = vehicle-only enzyme, 0 = enzyme-free background. activation factor at 10 µM. actives 0.16% (n = 330,000). AID 2524;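 active = activation factor of the enzyme at least 2-fold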; note: the source names both 10 and 20 µM as test concentration; values of inactives mirror those of a sister screen read the other way
Target sequence (P09923 whole entry, looked up): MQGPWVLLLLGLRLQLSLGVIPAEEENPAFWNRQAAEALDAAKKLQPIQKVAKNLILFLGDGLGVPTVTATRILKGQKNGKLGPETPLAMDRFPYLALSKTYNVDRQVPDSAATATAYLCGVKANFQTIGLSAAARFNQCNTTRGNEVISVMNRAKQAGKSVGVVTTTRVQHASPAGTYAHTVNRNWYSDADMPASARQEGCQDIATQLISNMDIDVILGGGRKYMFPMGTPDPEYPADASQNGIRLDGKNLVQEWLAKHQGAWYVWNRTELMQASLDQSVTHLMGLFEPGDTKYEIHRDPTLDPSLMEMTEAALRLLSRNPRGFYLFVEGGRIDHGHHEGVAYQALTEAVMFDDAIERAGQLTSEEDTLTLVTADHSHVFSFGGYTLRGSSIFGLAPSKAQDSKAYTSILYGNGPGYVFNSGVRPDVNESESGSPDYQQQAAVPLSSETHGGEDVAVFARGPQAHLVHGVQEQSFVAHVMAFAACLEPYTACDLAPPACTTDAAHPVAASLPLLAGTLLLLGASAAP
ATG4B inh: inhibitors of human ATG4B cysteine protease. Q9Y4P1. ATG4B cleavage of LC3-PLA2, NBD-HPC fluorescence, 1 h. inhibition, % at 8.33 µM. actives 0.51% (n = 340,000); in the data active = inhibition above about 40%
Target sequence (Q9Y4P1 whole entry, looked up): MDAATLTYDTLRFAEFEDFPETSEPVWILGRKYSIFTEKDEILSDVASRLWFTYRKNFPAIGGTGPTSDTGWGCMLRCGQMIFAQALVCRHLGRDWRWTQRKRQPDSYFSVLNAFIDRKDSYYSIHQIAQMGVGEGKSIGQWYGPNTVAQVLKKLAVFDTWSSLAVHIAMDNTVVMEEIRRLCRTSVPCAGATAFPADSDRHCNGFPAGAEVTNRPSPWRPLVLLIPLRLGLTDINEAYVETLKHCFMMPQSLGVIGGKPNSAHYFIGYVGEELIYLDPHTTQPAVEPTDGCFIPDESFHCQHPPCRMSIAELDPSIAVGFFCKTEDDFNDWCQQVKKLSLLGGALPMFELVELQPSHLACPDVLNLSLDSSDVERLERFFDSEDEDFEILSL
A3A deaminase: inhibitors of human APOBEC3A DNA deaminase; P31941; recombinant A3A, FAM/TAMRA ssDNA deamination fluorescence; inhibition, % at 20 µM; actives 0.41% (n = 330,000); AID 493011;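 active = at least 40% inhibition at 20 µM here, with at most 30% in a related deaminase screen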;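 note: plate controls were A3A with DMSO for no effect and wells lacking A3A enzyme for full effect; some results filed as inactive read as strong as hits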
mIAP inh: blocks mouse intestinal alkaline phosphatase | purified mouse IAP, CDP-Star luminescence, 30 min | inhibition, % at 10 µM | actives 0.2% (n = 330,000);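 active = inhibition of at least 40% at 10 µM in the primary screen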;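 note: plate controls were DMSO with enzyme for no effect and no enzyme wells for full effect; values of inactives mirror those of a sister screen read the other way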
MPTP inh: permeability transition pore inhibition; isolated mouse mitochondria, Ca2+ swelling absorbance, 30 min; actives 1.4% (n = 360,000); inhibition, % at 10 µM; AID 602449;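 active = inhibition of 50% or more, scaled per plate between neutral and stimulator controls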;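 note: 0% = DMSO wells given calcium and 100% = 1 mM EGTA wells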
A3G deaminase: blocks human APOBEC3G single-stranded DNA deamination; Q9HC16; recombinant A3G, ssDNA deamination FAM/TAMRA fluorescence; inhibition, % at 20 µM; actives 0.28% (n = 330,000);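 active = inhibition of at least 40% at 20 µM, with no more than 30% in the related APOBEC3A deaminase screen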;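 note: plate controls were DMSO wells with A3G for no effect and wells lacking A3G enzyme for full effect; some compounds called inactive have numbers as strong as hits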
hIAP block: human IAP inhibition; actives 0.12% (n = 330,000); inhibition, % at 10 µM; purified IAP, CDP-Star luminescence, 30 min; P09923; AID 2544;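 active = inhibition reaching a set limit with compound at 10 µM in the primary screen, cut at about 35% in these data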;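 note: plate controls were DMSO wells with enzyme for no effect and no-enzyme buffer wells for full effect; values of inactives mirror those of a sister screen read the other way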
* = called active by the depositor.

What do the screens show for `Cn1c(=O)[nH]c(=O)c2c1nc(N1CCCCC1)n2CCCSc1nc2ccccc2s1`?
beta cell repl: 2; mIAP act: 0.99; hIAP activ: 1.1; ATG4B inh: -16; A3A deaminase: 5; mIAP inh: 1; MPTP inh: -0.4; A3G deaminase: 6; hIAP block: -7

Results for CNC[C@@H](CC1CCCCC1)NC[C@H](CC(C)C)NCCc1cccc(C(F)(F)F)c1 ?
beta cell repl: -8; mIAP act: 0.86; hIAP activ: 1.4; ATG4B inh: 2; A3A deaminase: -5; mIAP inh: 14; MPTP inh: 5.3; A3G deaminase: -8; hIAP block: -40

Results for COc1ccccc1C(=O)NC(C)C(c1cccs1)N1CCN(C)CC1 (stereo not drawn) ?
beta cell repl: -1; mIAP act: 1.1; hIAP activ: 1.1; ATG4B inh: 10; A3A deaminase: 1; mIAP inh: -6; MPTP inh: 0.9; A3G deaminase: -4; hIAP block: -11

What do the screens show for `O=C(Nc1ncc2c(n1)-c1ccccc1OC2)c1ccc(Cl)cc1`?
beta cell repl: 0; mIAP act: 1; hIAP activ: 0.94; ATG4B inh: -5; A3A deaminase: 2; mIAP inh: -1; MPTP inh: 4.6; A3G deaminase: -5; hIAP block: 6

How did Cc1noc(C)c1C(=O)N1CCN(C(=O)c2sc3cc(Cl)ccc3c2Cl)CC1 do in these assays?
beta cell repl: -3; mIAP act: 0.95; hIAP activ: 0.91; ATG4B inh: -1; A3A deaminase: 6; mIAP inh: 5; MPTP inh: -0.5; A3G deaminase: -10; hIAP block: 9

How did O=C(NNC(=O)C1CCN(Cc2cccc(F)c2)CC1)c1cccc(Cl)c1 do in these assays?
beta cell repl: -3; mIAP act: 0.98; hIAP activ: 1.1; ATG4B inh: -1; A3A deaminase: -2; mIAP inh: 2; MPTP inh: -1.2; A3G deaminase: -7; hIAP block: -10

How did O=C(CSc1nc2ncc(Cl)cc2[nH]1)NCC(=O)Nc1ccc(F)c(F)c1F do in these assays?
beta cell repl: -3; mIAP act: 1.1; hIAP activ: 1.1; ATG4B inh: 10; A3A deaminase: 3; mIAP inh: -11; MPTP inh: 1.4; A3G deaminase: -6; hIAP block: -8

What do the screens show for `CCOc1ccc(S(=O)(=O)N2CCc3cc(OC)c(OC)cc3C2)cc1`?
beta cell repl: 3; mIAP act: 0.82; hIAP activ: 0.88; ATG4B inh: -9; A3A deaminase: -1; mIAP inh: 18; MPTP inh: 13; A3G deaminase: -4; hIAP block: 12

Results for COc1ccccc1C(=O)NNC(=O)c1ccccc1Br ?
beta cell repl: -2; mIAP act: 0.98; hIAP activ: 1.3; ATG4B inh: -7; A3A deaminase: -7; mIAP inh: 2; MPTP inh: 0.5; A3G deaminase: -11; hIAP block: -26

Results for COc1ccc2cc3cc(C(=O)NCc4cccnc4)oc3nc2c1 ?
beta cell repl: 0; mIAP act: 1.1; hIAP activ: 0.76; ATG4B inh: 5; A3A deaminase: 1; mIAP inh: -12; MPTP inh: -1.4; A3G deaminase: 2; hIAP block: 24

What do the screens show for `COc1ccc2c(c1)cc1n2CCN=C1NN`?
beta cell repl: -4; mIAP act: 1.1; hIAP activ: 0.96; ATG4B inh: 7; A3A deaminase: -3; mIAP inh: -11; MPTP inh: -1.4; A3G deaminase: -8; hIAP block: 4

How did O=C(NCc1ccccc1)c1ccc(COCC(F)(F)F)o1 do in these assays?
beta cell repl: 0; mIAP act: 1.1; hIAP activ: 1.6; ATG4B inh: 0; A3A deaminase: -1; mIAP inh: -6; MPTP inh: 0.4; A3G deaminase: -1; hIAP block: -61

3 compounds drawn at random from those above, as already listed:
What do the screens show for `CCOc1ccc(S(=O)(=O)N2CCc3cc(OC)c(OC)cc3C2)cc1`?
beta cell repl: 3; mIAP act: 0.82; hIAP activ: 0.88; ATG4B inh: -9; A3A deaminase: -1; mIAP inh: 18; MPTP inh: 13; A3G deaminase: -4; hIAP block: 12

How did O=C(NNC(=O)C1CCN(Cc2cccc(F)c2)CC1)c1cccc(Cl)c1 do in these assays?
beta cell repl: -3; mIAP act: 0.98; hIAP activ: 1.1; ATG4B inh: -1; A3A deaminase: -2; mIAP inh: 2; MPTP inh: -1.2; A3G deaminase: -7; hIAP block: -10

How did O=C(CSc1nc2ncc(Cl)cc2[nH]1)NCC(=O)Nc1ccc(F)c(F)c1F do in these assays?
beta cell repl: -3; mIAP act: 1.1; hIAP activ: 1.1; ATG4B inh: 10; A3A deaminase: 3; mIAP inh: -11; MPTP inh: 1.4; A3G deaminase: -6; hIAP block: -8

Later entries.
Results for Cc1cc(/C=N\NC(=O)CC(=O)NC2CCCCC2)c(C)n1-c1ccc(Cl)cc1 ?
beta cell repl: -3; mIAP act: 0.82; hIAP activ: 0.84; ATG4B inh: -6; A3A deaminase: -5; mIAP inh: 18; MPTP inh: -0.7; A3G deaminase: -7; hIAP block: 16

What do the screens show for `CN(C)CCCNC(=O)C(=O)Nc1cc2c3c(c1)CCC(=O)N3CCC2`?
beta cell repl: -1; mIAP act: 0.92; hIAP activ: 0.89; ATG4B inh: 2; A3A deaminase: -4; mIAP inh: 8; MPTP inh: -1.9; A3G deaminase: 0; hIAP block: 11

How did O=C(CCc1nnc2n(Cc3ccc(F)cc3)c(=O)c3ccccc3n12)NCCN1CCOCC1 do in these assays?
beta cell repl: -2; mIAP act: 1.1; hIAP activ: 1.1; ATG4B inh: 2; A3A deaminase: -2; mIAP inh: -11; MPTP inh: -2.1; A3G deaminase: -13; hIAP block: -13

Results for Cc1cc(C)n(-c2cc(N3CCN(S(=O)(=O)c4ccc(Cl)cc4)CC3)ccc2[N+](=O)[O-])n1 ?
beta cell repl: -4; mIAP act: 0.88; hIAP activ: 0.78; ATG4B inh: -20; A3A deaminase: 7; mIAP inh: 12; MPTP inh: 0.8; A3G deaminase: -5; hIAP block: 22

Results for COc1ccccc1NC(=O)c1nnn(Cc2ccccc2)c1NC(=O)C(F)(F)F ?
beta cell repl: -3; mIAP act: 1.1; hIAP activ: 1.1; ATG4B inh: 19; A3A deaminase: -7; mIAP inh: -11; MPTP inh: 74*; A3G deaminase: -7; hIAP block: -12

Results for Cc1ccc(Cl)cc1N1CCN(C(=O)COc2ccc3c(c2)CCC3)CC1 ?
beta cell repl: -5; mIAP act: 1; hIAP activ: 1.1; ATG4B inh: 6; A3A deaminase: 9; mIAP inh: 0; MPTP inh: 3.2; A3G deaminase: -5; hIAP block: -10

How did O=C(c1cccc(NS(=O)(=O)c2ccccc2)c1)N1CCN(c2ccccc2)CC1 do in these assays?
beta cell repl: -2; mIAP act: 0.98; hIAP activ: 0.97; ATG4B inh: -9; A3A deaminase: -1; mIAP inh: 2; MPTP inh: 0.8; A3G deaminase: -9; hIAP block: 3

Results for CC1Sc2ccc(S(=O)(=O)N3CCC(C(=O)NCc4ccc(Cl)cc4)CC3)cc2NC1=O (stereo not drawn) ?
beta cell repl: 0; mIAP act: 1.2; hIAP activ: 0.92; ATG4B inh: -1; A3A deaminase: 0; mIAP inh: -17; MPTP inh: 0.0; A3G deaminase: -6; hIAP block: 8

How did CCN1CCc2nc(NC(=O)c3cc(F)c(F)cc3Cl)sc2C1 do in these assays?
beta cell repl: -3; mIAP act: 0.81; hIAP activ: 1; ATG4B inh: -1; A3A deaminase: 1; mIAP inh: 18; MPTP inh: 0.2; A3G deaminase: -2; hIAP block: -3

How did NC(=O)c1sc2nc3c(cc2c1N)CCCCCC3 do in these assays?
beta cell repl: -1; mIAP act: 0.95; hIAP activ: 0.86; ATG4B inh: -4; A3A deaminase: -3; mIAP inh: 5; MPTP inh: 1.5; A3G deaminase: -8; hIAP block: 14

Results for COC(=O)Cn1c(O)c(N=NC(=O)CNC(=O)COc2cccc(C)c2)c2ccccc21 ?
beta cell repl: 2; mIAP act: 0.93; hIAP activ: 1.1; ATG4B inh: 1; A3A deaminase: 1; mIAP inh: 7; MPTP inh: -0.3; A3G deaminase: 1; hIAP block: -11

What do the screens show for `CCc1noc(C)c1C(=O)NCCc1ccc(F)cc1`?
beta cell repl: 2; mIAP act: 0.97; hIAP activ: 0.97; ATG4B inh: -6; A3A deaminase: -1; mIAP inh: 3; MPTP inh: -0.7; A3G deaminase: -9; hIAP block: 2

How did Cn1cc([N+](=O)[O-])c(C(=O)NNC(=O)c2ccc([N+](=O)[O-])cc2Cl)n1 do in these assays?
beta cell repl: -1; mIAP act: 0.98; hIAP activ: 0.98; ATG4B inh: 0; A3A deaminase: -2; mIAP inh: 2; MPTP inh: -0.4; A3G deaminase: -11; hIAP block: 2

What do the screens show for `CCOC(=O)c1ccccc1NC(=O)Cn1cnc2c(oc3ccccc32)c1=O`?
beta cell repl: -2; mIAP act: 0.99; hIAP activ: 1; ATG4B inh: -2; A3A deaminase: -3; mIAP inh: 1; MPTP inh: 2.1; A3G deaminase: -3; hIAP block: -4

How did COc1ccc(/C=N/NC(=O)c2[nH]ncc2Br)c(OC)c1 do in these assays?
beta cell repl: 1; mIAP act: 1.1; hIAP activ: 1.1; ATG4B inh: 1; A3A deaminase: -5; mIAP inh: -6; MPTP inh: -0.9; A3G deaminase: -4; hIAP block: -5

How did Cc1ccccc1-c1nc(CS(=O)CC(=O)NCc2ccccc2)c(C)o1 (stereo not drawn) do in these assays?
beta cell repl: -6; mIAP act: 0.98; hIAP activ: 0.92; ATG4B inh: -5; A3A deaminase: 5; mIAP inh: 2; MPTP inh: -3.0; A3G deaminase: 10; hIAP block: 8

What do the screens show for `Cc1nnc(N2C(=O)C(=O)/C(=C(/O)c3ccc4c(c3)CC(C)O4)C2c2ccccc2F)s1` (stereo not drawn)?
beta cell repl: -4; mIAP act: 0.97; hIAP activ: 1; ATG4B inh: -13; A3A deaminase: -8; mIAP inh: 3; MPTP inh: -1.3; A3G deaminase: -6; hIAP block: 0

Results for O=C1NC2(CCCCCC2)Cc2ccccc21 ?
beta cell repl: -3; mIAP act: 1.1; hIAP activ: 0.98; ATG4B inh: 4; A3A deaminase: -6; mIAP inh: -10; MPTP inh: 0.0; A3G deaminase: -5; hIAP block: 2

Results for O=c1[nH]cnc2cc(-c3ccc(Br)cc3)sc12 ?
beta cell repl: -3; mIAP act: 1; hIAP activ: 0.95; ATG4B inh: -1; A3A deaminase: -3; mIAP inh: -2; MPTP inh: 0.8; A3G deaminase: -8; hIAP block: 5

What do the screens show for `O=C(CCCn1nnnc1CN1CCOCC1)N1CCN(c2ccccc2F)CC1`?
beta cell repl: 2; mIAP act: 1; hIAP activ: 0.96; ATG4B inh: -4; A3A deaminase: -3; mIAP inh: -1; MPTP inh: -1.4; A3G deaminase: -8; hIAP block: 4

How did CCn1ncc(Cl)c1C(=O)NC(=S)Nc1ccccc1Br do in these assays?
beta cell repl: -7; mIAP act: 1; hIAP activ: 0.65; ATG4B inh: 4; A3A deaminase: 6; mIAP inh: -2; MPTP inh: -0.2; A3G deaminase: 3; hIAP block: 35

What do the screens show for `Cc1ccc(NC(=O)CN(C)S(=O)(=O)c2cccc3cccnc23)cc1C`?
beta cell repl: 0; mIAP act: 0.99; hIAP activ: 1.1; ATG4B inh: -10; A3A deaminase: 3; mIAP inh: 1; MPTP inh: 0.4; A3G deaminase: 0; hIAP block: -8

How did Cn1nc(C(=O)NC2CCCCCC2)ccc1=O do in these assays?
beta cell repl: -1; mIAP act: 1.1; hIAP activ: 0.83; ATG4B inh: 8; A3A deaminase: 3; mIAP inh: -5; MPTP inh: -0.4; A3G deaminase: 0; hIAP block: 17

What do the screens show for `CC[C@]12c3[nH]c4ccc(Cl)cc4c3CCN1C(=O)[C@@H](CC(=O)NCc1ccco1)C[C@@H]2C(=O)N1CCN(C(=O)c2ccco2)CC1`?
mIAP act: 1; ATG4B inh: -6; A3A deaminase: 4; mIAP inh: -1; MPTP inh: -0.9; A3G deaminase: 2
